Bioassay records: PubChem BioAssay, National Center for Advancing Translational Sciences (NCATS)
EPAC2 ag: agonists of human EPAC2 (RAPGEF4). EPAC2 activation, biochemical qHTS; response scale: 100% = 6.5 mM cAMP response. Potency, µM (series often up to 154 µM), without a hit: at the highest dose activation, hits mostly activators. actives 0.079% (n = 360,000); further: nearly all actives have a fitted effect of over 50% in size
Target sequence (Q8WZA2 whole entry, looked up): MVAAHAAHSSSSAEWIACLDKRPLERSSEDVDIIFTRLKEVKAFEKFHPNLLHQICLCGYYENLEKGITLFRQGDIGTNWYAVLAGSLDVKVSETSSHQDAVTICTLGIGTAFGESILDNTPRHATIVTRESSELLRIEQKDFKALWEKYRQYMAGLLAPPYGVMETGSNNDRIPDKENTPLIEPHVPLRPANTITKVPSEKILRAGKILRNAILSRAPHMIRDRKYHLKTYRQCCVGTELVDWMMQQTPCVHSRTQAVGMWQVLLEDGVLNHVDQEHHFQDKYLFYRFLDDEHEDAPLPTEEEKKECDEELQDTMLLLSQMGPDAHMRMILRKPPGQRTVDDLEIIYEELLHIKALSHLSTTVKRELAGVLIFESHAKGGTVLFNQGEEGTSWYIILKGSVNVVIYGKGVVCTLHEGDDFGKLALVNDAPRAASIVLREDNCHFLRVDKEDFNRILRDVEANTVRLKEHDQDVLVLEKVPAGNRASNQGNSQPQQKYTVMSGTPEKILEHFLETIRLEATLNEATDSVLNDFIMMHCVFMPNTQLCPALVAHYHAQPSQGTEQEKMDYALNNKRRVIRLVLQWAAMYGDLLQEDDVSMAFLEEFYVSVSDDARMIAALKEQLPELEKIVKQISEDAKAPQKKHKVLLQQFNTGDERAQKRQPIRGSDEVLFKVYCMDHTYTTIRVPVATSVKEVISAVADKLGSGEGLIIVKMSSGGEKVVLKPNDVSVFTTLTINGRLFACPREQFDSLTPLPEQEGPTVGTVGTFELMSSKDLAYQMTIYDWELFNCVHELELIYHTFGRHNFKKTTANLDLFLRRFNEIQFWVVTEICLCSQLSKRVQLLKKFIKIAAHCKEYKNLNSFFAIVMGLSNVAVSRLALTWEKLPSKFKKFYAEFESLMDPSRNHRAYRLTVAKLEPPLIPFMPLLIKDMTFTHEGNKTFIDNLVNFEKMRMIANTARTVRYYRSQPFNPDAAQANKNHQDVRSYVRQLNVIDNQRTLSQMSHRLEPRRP
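Compounds were added across a concentration range to EPAC2 (100 nM), RAP1B-BODIPY-GDP (250 nM) and GDP (50 uM). After 5 min at room temperature, fluorescence was recorded at 5-min intervals for 30 min.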
PTHR1 ag: PTHR1 (human) receptor agonism; Potency, µM (titrated, usually from 115 µM), for the others: at the top dose activation, actives largely listed as activators; HEK293 GP2 PTHR1 cells, GloSensor cAMP luminescence, 1 h; actives 0.075% (n = 410,000); further: nearly all actives have a fitted effect of over 55% in size; some results filed as inactive show a strong effect at the top dose; inactives centre near -15; many of its hits are not listed in these tables
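HEK-293-derived GP2 cells expressing PTHR1 and a GloSensor cAMP reporter, 3,000/well, plated overnight, given luciferin plus IBMX (each 0.5 mM as added) for 1 h at 37 °C, then compound for 1 h at 37 °C. Luminescence was read after 15 min at room temperature.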
EPAC1 agonist: EPAC1 (human) agonism. EPAC1 agonist qHTS, biochemical assay; response scale: 100% = response to 6.5 mM cAMP. Potency, µM (doses to about 154 µM), without a hit: top-dose activation, usual class: activators. actives 0.073% (n = 360,000). AID 720707; further: nearly all actives have a fitted effect of over 60% in size
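Fluorescent GDP-exchange assay: 100 nM EPAC1 with 250 nM Rap1B preloaded with BODIPY-GDP and 50 uM GDP; compounds tested as concentration series, 5 min at room temperature, then read every 5 min for 30 min (ex 480/em 540 nm); normalized to 6.5 mM cAMP.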
TDP43 rescue: inhibitors of TDP-43 toxicity in yeast. actives 1.8% (n = 410,000). Potency, µM (highest dose often 46.1 µM), without a hit: at the highest dose growth rescue (activation), most hits filed as activators. TDP-43 expressing yeast growth rescue, BacTiter-Glo, 24 h; further: % of control where 0% means no effect; nearly all actives have a fitted effect of over 50% in size
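Cell-based yeast growth screen: TDP-43 expression induced in galactose, inoculum OD600=0.02 after raffinose pregrowth to mid-log. Read-out BacTiter-Glo luminescence at 24 hr, 30 deg C; inhibition of toxicity seen as signal increase.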
EPAC1 antagonist: blocks human EPAC1 exchange factor; EPAC1 GEF assay, Rap1b-BODIPY-GDP exchange fluorescence; actives 0.14% (n = 360,000); Potency, µM (highest dose often 115 µM), for inactives: at the highest dose activity change, negative = inhibition, hits mostly inhibitors; AID 720709;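 further: plate controls were vehicle for no effect and positive control for full effect; nearly all actives have a fitted effect of over 50% in size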
EPAC2 antagonist: blocks human EPAC2 exchange factor | AID 720708 | EPAC2 GEF exchange of Rap1B-BODIPY-GDP, fluorescence | Q8WZA2 | Potency, µM (doses to about 114 µM), without a hit: top-dose activity, negative = inhibition, actives largely listed as inhibitors | actives 0.18% (n = 360,000); further: on the % scale 0 is the no-effect control and ±100 the full control effect; nearly all actives have a fitted effect of over 45% in size; many of its hits are not listed in these tables
aSyn rescue: inhibitors of alpha-synuclein toxicity in yeast | Yeast expressing alpha-synuclein, growth rescue, BacTiter-Glo, 24 h | Potency, µM (titrated, usually from 46.1 µM), inactives show at the top dose growth rescue (activation), most hits filed as activators | actives 0.14% (n = 370,000); further: % of control where 0% means no effect; nearly all actives have a fitted effect of over 65% in size
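Galactose-induced alpha-syn yeast (OD600=0.02, raffinose-pregrown) + pinned cpd, 24 hr, 30 deg C; growth by BacTiter-Glo luminescence. Growth restoration scores as activation.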
FUS yeast rescue: rescues growth of FUS-expressing yeast; S. cerevisiae FUS-expressing, growth rescue, OD600, 24 h; Potency, µM (highest dose often 76.6 µM), without a hit: at the highest dose growth rescue (activation), actives largely listed as activators; actives 0.24% (n = 390,000); AID 1347120;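 further: plate controls were DMSO vehicle for no effect and reference control for full effect; nearly all actives have a fitted effect of over 55% in size; some results filed as inactive show a strong effect at the top dose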
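Read-out: OD at 600 nm after 24hr at 30C, reporting rescue of FUS-induced yeast toxicity. Cells at OD 0.005 in galactose (2%) minimal medium; compounds tested in a dilution series; CP55940 titration from 92uM final as control.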
An asterisk follows results filed as active; i = inactive; u = inconclusive; x = not tested or not shown; & = joins results of further samples; [ ] = dose if it differs, or a comment. The call rests on the fitted dose curve; in most records, active means well fitted curve in the direction sought with a large enough effect; inconclusive means small, poorly fitted or top-dose-only effect, or another doubt; inactive means no such curve, though single readings can be large; an effect the other way counts as inactive or inconclusive. Potency means the concentration at half of the fitted maximal effect.

SMILES	EPAC2 ag	PTHR1 ag	EPAC1 agonist	TDP43 rescue	EPAC1 antagonist	EPAC2 antagonist	aSyn rescue	FUS yeast rescue
O=C(NC1=NCCS1)c1ccc(Cl)c(S(=O)(=O)N2CCCC2)c1	-8%	-22%	1%	-16%	0%	-4%	-5%	7%
O=S(=O)(c1ccc(Br)c2ccccc12)N1CCOCC1	15%	i	8%	14µM*	-5%	-2%	17%	6%
CCN(CC)c1nc(Nc2ccccc2)nc(Oc2ccc(C(=O)OC)cc2)n1	1%	-24%	3%	-10%	u	-8%	26%	22%
O=C(O)CCn1cc(C(=O)O)c(-c2ccccc2)n1	6%	-4%	1%	15%	6%	-17%	0%	-8%
CSc1nc2sc3c(c2c(=O)n1C)CCCC3	-11%	i	-4%	-2%	5%	3%	3%	-18%
CN(C)CCNc1ncnc2c1ncn2[C@H]1CN(Cc2ccco2)C[C@@H](CO)O1	16%	i	-3%	12%	1%	-11%	1%	-10%
COc1ccccc1N/N=C(\C#N)C(=N)N1CCOCC1	4%	i	3%	-6%	2%	-1%	17%	-10%
CCOc1ccc(Oc2ccc(Cl)cc2NC(=O)CCNC(C)=O)cc1	3%	-2%	5%	2%	4%	-13%	-1%	18%
COc1ccccc1C(=O)NC(=O)COC(=O)c1cc[n+]([O-])cc1	-3%	i	-1%	-15%	-6%	1%	2%	-13%
COc1ccc(N(CC(=O)NC2CCCC2)S(=O)(=O)c2c(C)[nH]c(=O)[nH]c2=O)cc1	17%	24%	-4%	-1%	11%	-7%	0%	-23%
O=C(Nc1ccc(Cl)cc1C(=O)NCC1CCCO1)c1ccc(Cl)cc1Cl (configuration not stated)	5%	i	10%	20%	0%	-9%	2%	x
CCOc1ccc2oc(C(=O)OCC(=O)N(CC(C)C)c3c(N)n(Cc4ccccc4)c(=O)[nH]c3=O)c(C)c2c1	-15%	i	-13%	0%	0%	1%	4%	x
O=C(NCC1CCCCC1)c1ccco1	8%	-3%[57.5 µM]	11%	-1%	10%	4%	-2%	2%
CCOc1ccccc1NC(=O)CSc1nnc(Cn2c(=O)sc3ccccc32)n1C	12%	-20%	3%	4%	1%	-2%	u	1%
CCOC(=O)C1(CCOc2ccccc2)CCN(C(=O)CCSC)CC1	2%	i	-2%	x	-6%	6%	13%	19%
COc1cccc(N2C(=O)CC(N3CCN(S(=O)(=O)c4ccccc4)CC3)C2=O)c1 (configuration not stated)	3%	10%[57.5 µM]	-2%	7%	0%	2%	2%	10%
COc1ccc(C(=O)NNC(=O)C(=O)N2CCCCC2)cc1OC	3%	7%	9%	-24%	-4%	9%	-21%	9%
CCOc1ccc(CCNC(=O)CSc2nnnn2-c2ccc(C)cc2C)cc1OCC	x	-14%	x	3%	x	x	-2%	-15%
CCCCCC(=O)Nc1sc(C)c(C)c1C#N	-1%	i	-13%	u	29%	-15%	-1%	9%
CCN(CC)S(=O)(=O)c1ccc(N2CCCCC2)c(NC(=O)/C(C#N)=C/c2ccc(OC)cc2)c1	-6%	i	-4%	17%	-17%	-2%	2%	12%
CCn1ccnc1CN1CCC(n2nccc2NC(=O)c2ccccc2OC)CC1	8%	-3%	3%	-3%	3%	-3%	-2%	-23%
CC(C)CC(=O)Nc1ccc2oc(-c3cccnc3)nc2c1	3%	-39%[inhibitor]	8%	-15%	-8%	-2%	8%	-5%
O=C(COC(=O)/C=C/c1ccc(OC(F)F)cc1)Nc1cccc(S(=O)(=O)N2CCCC2)c1	-1%	-9%	-3%	24%	-14%	5%	5%	16%
COc1ccccc1N1CCN(C(=O)c2ccc3nc[nH]c3c2)CC1	4%	-4%	-3%	19%	8%	-2%	-5%	0%
COc1ccc(/C=C/C(=O)OCC(=O)Nc2ncc(Cl)cc2Cl)cc1	-2%	i	5%	-18%	1%	-1%	-11%	x
Cc1ccc(N(C)S(=O)(=O)c2cccc(C(=O)OCC(=O)c3c(N)n(C)c(=O)n(C)c3=O)c2)cc1	4%	-1%	-4%	-15%	u	-24%	2%	u
CC(NC(=O)CNC(=O)C(Cc1ccccc1)NC(=O)OCc1ccccc1)C(N)=O (configuration not stated)	9%	i	8%	17%	-16%	30%	0%	-27%
COc1ccc(-n2nc(C(=O)NCC(=O)NC3CCCC(C)C3C)c3ccccc3c2=O)c(OC)c1 (configuration not stated)	3%	-9%	-2%	-1%	4%	11%	-6%	26%
c1ccc(-c2cnc(CSc3nnc4ccccn34)o2)cc1	1%	-17%[57.5 µM]	-3%	22%	3%	10%	u	22%
CCN(CC)S(=O)(=O)c1ccc(C)c(NS(=O)(=O)c2cc(/C=C/C(=O)O)cc(OC)c2OC)c1	-7%	i	3%	-10%	5%	9%	-4%	4%
Cc1ccc(Cl)cc1NC(=O)CSc1sc2c(O)cc(=O)[nH]c2c1C#N	16%	-1%	10%	-22%	-30%	-11%	-4%	13%
COc1ccc(C(=O)/C=C(\C)NCc2ccc3c(c2)OCO3)cc1	5%	i	20%	-8%	-8%	-4%	-4%	-5%
N#Cc1c(-c2ccc(Cl)cc2)ccnc1N1CCOCC1	2%	-8%	5%	-7%[0.397 µM]	4%	-19%	0%	17%
COc1ccc(NS(=O)(=O)c2ccc3[nH]c(=O)[nH]c3c2)cc1OC	5%	-6%	8%	12%	-5%	-3%	0%	15%
N/C(Cc1ccc([N+](=O)[O-])cc1)=N\OC(=O)c1cccc(Br)c1	5%	-44%[inhibitor]	-2%	-93%[inhibitor]	-10%	u	-73%[inhibitor]	-6%
COc1cc2c(cc1OC)C(CCc1ccccc1)=NCC2	9%	-7%	5%	-15%[1.82 µM]	17%	6%	-2%	14%
COc1ccc(C)cc1NC(=O)CN(C)S(=O)(=O)c1ccc2c(c1)n(C)c(=O)c(=O)n2C	-2%	-16%	-6%	11%	17%	1%	-4%	-1%
COc1ccc(S(=O)(=O)N2CCCN(Cc3cccc(F)c3)CC2)cc1	19%	i	13%	-14%	-21%	-3%	-1%	22%
CC(C)=CCc1c(O)ccc2c1OC(c1ccc(O)c(O)c1)CC2=O (configuration not stated)	4%	-13%	-14%	11%	-3%	u	-1%	6%
CCN1C(=O)/C(=C2/C=Cc3cc(C)ccc3N2CC)N(C)C1=S	-12%	-35%	-6%	-37%[inhibitor]	-5%	-20%	-21%	-7%
CCOC(=O)Cn1cnc2c(nnn2Cc2ccc(Cl)cc2)c1=O	1%	-8%[57.5 µM]	9%	-2%	-5%	-3%	-3%	18%
CN(Cc1ccccc1)C(=O)COC(=O)CCN1C(=O)C2CC=CCC2C1=O (configuration not stated)	8%	i	12%	1%	9%	-17%	-6%[1.84 µM]	16%
CCOc1cc(C(=O)NC(=S)Nn2cnnc2)cc(OCC)c1OCC	1%	i	-6%	11%	8%	2%	0%	-2%
CN(CC(=O)Nc1cccc(F)c1)C(=O)Cn1c(=O)cnc2ccccc21	6%	-4%	4%	-8%	10%	13%	8%	-3%
COCCN(C(=S)Nc1c(C)cc(C)cc1C)C(C)c1cccs1 (configuration not stated)	7%	12%	-6%	10%	-6%	u	-6%	19%
C[C@@H]1CN([C@@H](C)CO)C(=O)CCCn2nncc2CO[C@H]1CN(C)C(=O)NC1CCCCC1	6%	-7%	-9%	-4%	4%	2%	0%	-5%
COc1cc(C(=O)N/C(=C\c2cn(C)c3ccccc23)C(=O)N2CCN(C)CC2)cc(OC)c1OC	5%	-1%	9%	-8%	-2%	1%	-1%	24%
Cc1ccc(NC(=O)C(=O)NCCc2c[nH]c3ccccc23)cc1C	-9%	i	-3%	0%	-8%	5%	0%	3%
COC(=O)c1ccccc1NC(=O)C1CC(=O)N(c2ccccc2)C1 (configuration not stated)	7%	-22%[57.5 µM]	-1%	-6%	1%	2%	4%	11%
CC(c1ccco1)N(C(=O)Nc1ccccc1)C1CCCCC1 (configuration not stated)	3%	-5%[57.5 µM]	-1%	-9%	-4%	0%	-2%	26%
O=C(N/N=C/c1ccc2c(c1)OCO2)C(=O)N1CCCC1	6%	-22%	-2%	-10%	7%	3%	0%	-3%
O=C(c1cccs1)N(Cc1cc2ccccc2[nH]c1=O)c1ccccc1	-12%	-30%	-7%	12%	5%	18%	-8%	x
O=C1NC(=O)C(c2ccccc2)(c2ccccc2)N1	0%&-1%	-40%&-7%[inhibitor]	-8%&-28%	-1%&28%	-5%&-1%	-1%&4%	0%&1%&-4%&-10%	-26%&-40%
CCOc1ccc(NC(=O)CN(C)C(=O)c2cccnc2Sc2ccc(Cl)cc2)cc1OCC	5%	-7%	-3%	-10%	-4%	3%	5%	39%
CC1(C)C(=O)CCC2(C)C1=CCC1C2C(=O)CC2(C)C1CCC2(O)C(=O)CO (configuration not stated)	-2%	i	9%	u	-4%	5%	2%	-3%
Cc1cccc(CCNC(=O)Cc2ccc(NC3=NC4CS(=O)(=O)CC4S3)cc2)c1 (configuration not stated)	-3%	i	1%	12%	5%	1%	1%	-10%
CCC(C)(C)NC(=O)C(OC(=O)c1ccco1)c1ccc(OC)cc1 (configuration not stated)	8%	-4%	11%	5%	11%	-5%	10%	-6%
Cc1cc(C(=O)N/N=C/c2ccc3c(c2)OCO3)c2ccccc2n1	1%	-37%[inhibitor]	-16%	0%	-5%	2%	-4%	-19%
CCOC(=O)c1cnn(-c2cc(C)cc(C)c2)c1N	-3%	i	4%	u	-5%	-10%	2%	-20%
COC(=O)C1=NN(C(C)=O)C2(CC(=O)N(c3cc(C)cc(C)c3)C2=O)C1 (configuration not stated)	5%	i	5%	5%	0%	3%	-10%	18%
COc1cc(C2c3c(-c4ccccc4O)n[nH]c3C(=O)N2Cc2ccco2)cc(OC)c1OC (configuration not stated)	-3%	2%	-13%	-5%	5%	-10%	-2%	-21%

This is a subset; rates above refer to the full screens.
